HIF-2a inh – HIF-2a reporter inhibitors, primary screen, luminescence, 786-0 RCC cells. 786-0 RCC cells HIF-2a reporter, luciferase luminescence, overnight. 0.72% of 360,000 active. inhibition, % at 18.8 µM;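 active = inhibition of the luminescence signal of 40% or more relative to plate controls, in a single-dose primary screen at 18.75 µM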
PDI turbidity – inhibitors of human PDI, primary screen, biochemical, turbidity, single point, plate reader; AID 588391, 2011; inhibition, % at 10 µM; 0.052% of 350,000 active; Protein disulfide-isomerase (Homo sapiens), P07237; PDI insulin aggregation turbidity, A650, 90 min;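 active = mean inhibition across replicates of 30% or more, whatever share of single replicates reach that level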;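 note: absorbance from insulin aggregation driven by PDI reduction with DTT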
Target sequence (P07237 whole entry, looked up): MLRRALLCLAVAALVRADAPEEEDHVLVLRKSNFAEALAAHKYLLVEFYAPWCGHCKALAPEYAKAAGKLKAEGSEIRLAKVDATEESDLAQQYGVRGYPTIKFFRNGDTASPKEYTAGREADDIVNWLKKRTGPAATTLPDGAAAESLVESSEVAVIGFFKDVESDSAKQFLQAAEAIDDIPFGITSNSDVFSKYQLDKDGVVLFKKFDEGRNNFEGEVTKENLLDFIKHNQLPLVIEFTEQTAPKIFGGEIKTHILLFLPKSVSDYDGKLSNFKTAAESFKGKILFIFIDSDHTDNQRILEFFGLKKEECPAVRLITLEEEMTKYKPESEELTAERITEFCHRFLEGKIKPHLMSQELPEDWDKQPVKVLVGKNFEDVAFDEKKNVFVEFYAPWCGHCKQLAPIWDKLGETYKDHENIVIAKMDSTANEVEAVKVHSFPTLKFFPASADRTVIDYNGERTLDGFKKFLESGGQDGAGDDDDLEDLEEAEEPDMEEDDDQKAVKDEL
NR2E3 ag-1 – inhibitors of NR2E3-RetCOR corepressor binding, primary screen, NR2E3 agonist project, biochemical, TR-FRET, GST-NR2E3, biotin-RetCOR | 0.12% of 320,000 active | 1536-well | inhibition of corepressor binding, % at 4.78 µM | Photoreceptor-specific nuclear receptor (Homo sapiens), Q9Y5X4 | AID 2300, 2010;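 active = percent inhibition above the cutoff of mean plus 3 SD of all tested compounds, set per screening campaign, cut at about 20% in these data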;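 note: 0% = DMSO wells and 100% = biotin wells as full block of FRET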
Target sequence (Q9Y5X4 whole entry, looked up): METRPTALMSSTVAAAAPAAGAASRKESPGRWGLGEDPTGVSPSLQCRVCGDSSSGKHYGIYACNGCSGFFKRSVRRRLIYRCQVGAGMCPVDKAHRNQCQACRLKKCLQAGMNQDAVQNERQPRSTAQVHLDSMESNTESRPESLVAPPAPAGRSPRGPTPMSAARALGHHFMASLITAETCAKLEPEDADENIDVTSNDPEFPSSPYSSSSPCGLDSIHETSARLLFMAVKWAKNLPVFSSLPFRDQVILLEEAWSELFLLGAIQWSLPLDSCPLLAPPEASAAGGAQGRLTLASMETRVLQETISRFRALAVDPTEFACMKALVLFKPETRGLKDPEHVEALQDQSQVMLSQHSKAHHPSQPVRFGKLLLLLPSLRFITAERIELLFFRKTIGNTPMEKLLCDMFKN
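Format: 1536-well format; test system: GST-NR2E3 and biotin-RetCOR proteins; read-out basis: percent inhibition of TR-FRET ratio; timing: 5 h incubation at 4 °C; detection: time-resolved FRET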
Peg3 promoter – Peg3 promoter-driven luciferase inhibitors, primary screen, cell-based, HeLa, luciferase luminescence. HeLa PEG-Prom luciferase reporter, overnight. inhibition, % at 20 µM. 1.7% of 360,000 active;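 active = inhibition of at least 50% at 20 µM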
Shn3 inh set2 – reduction of Shn3 3'UTR firefly luciferase signal, primary screen, Schnurri-3 inhibitor project, cell-based, Clone20 osteoblasts, set 2; Clone20 osteoblast Shn3 3'UTR firefly luciferase, 24 h; inhibition, % at 12.5 µM; 0.52% of 360,000 active;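 active = mean inhibition of at least 75% with every replicate also reaching 75%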;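 note: 0% = median of neutral control wells and 100% = pilot-screen positive control compound; some compounds past the cut are filed as inactive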
Cardio protect – cardioprotection against H2O2-induced cell death, primary screen, uHTS, H9c2 cells, ATPLite luminescence. H9c2 cardiomyocytes, H2O2 injury protection, 2 h. protection from H2O2 cell death, % at 20 µM. 0.63% of 360,000 active. AID 588492, 2011;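 active = compounds giving at least 50% protection of heart cells from peroxide-induced death in the single-dose screen, raw or plate-pattern-corrected value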;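 note: 0% = DMSO wells with peroxide and 100% = DMSO wells without peroxide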
CaV13 ICDI inh – Primary screen for inhibitors of IQ motif and Ca2+-dependent inactivation inhibitor domain binding in CACNA1D, Förster resonance energy transfer in living cells, …; 0.098% of 340,000 active; inhibition, % at 12.3 µM; AID 743397; HEK cells, CFP/YFP FRET ICDI-IQ, plate reader, 10 min; percent FRET-ratio fall versus neutral wells;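 active = mean replicate inhibition of at least 30% and at least 1% of replicates passing that level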;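 note: 0% = median of the neutral control wells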
NR2E3 ag-2 – NR2E3 agonists in two-hybrid cells, primary screen, cell-based, luminescence, CHO-S, Gal4-NCOR/VP16-NR2E3 | Photoreceptor-specific nuclear receptor (Homo sapiens), Q9Y5X4 | luciferase | inhibition of corepressor binding, % at 3.98 µM | 0.35% of 360,000 active | AID 602229, 2012;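 active = inhibition above the mean of all tested compounds plus 3 SD, cut at about 70% in these data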;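 note: 0% = DMSO with NR2E3 transfected cells and 100% = cells lacking NR2E3 construct; higher means lower luciferase signal from less NR2E3 corepressor binding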
hiPSC survival – enhancers of single-cell hiPSC survival, primary screen, ATPlite luminescence | survival enhancement, % at 20 µM | 0.044% of 360,000 active | 100% = ROCK inhibitor wells, 0% = DMSO | AID 602274, 2012; in the data active = survival enhancement above about 18%;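 note: cells exposed to compounds for 16 hours before the ATP read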
TRPM1 prom inh – inhibitors of MITF-dependent TRPM1 promoter reporter, primary screen, cell-based, SK-MEL-5, single point, luciferase; SK-MEL-5 TRPM1 promoter luciferase, 24 h; inhibition, % at 12.5 µM; 0.83% of 330,000 active;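 active = mean inhibition across replicates of 60% or more, whatever share of single replicates reaches that level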; note: values of inactives mirror those of a sister screen read the other way
HTR2A ag – mouse Htr2a agonists via beta-arrestin recruitment, primary screen, cell-based, luminescence; CHO-K1 mHTR2A beta-arrestin complementation; percent of 30 µM serotonin response; activation, % at 7.6 µM; 0.66% of 360,000 active; AID 624169, 2012;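 active = activation above a run cutoff, the mean activation of all tested compounds plus 3 SD, cut at about 14% in these data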;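 note: 0% = plate median of compound wells and 100% = 30 µM serotonin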
Numbers without * were called inactive; x = no result given.

nr	Molecule	HIF-2a inh	PDI turbidity	NR2E3 ag-1	Peg3 promoter	Shn3 inh set2	Cardio protect	CaV13 ICDI inh	NR2E3 ag-2	hiPSC survival	TRPM1 prom inh	HTR2A ag
1	CCOc1ccccc1NC(=O)c1cccc2ccccc12	-3	-2	4	21	-6	-10	-10	3	-0.7	9	0
2	CS(=O)(=O)N1CCN(C(=O)C2c3ccccc3Oc3ccccc32)CC1	-2	-2	-1	17	0	4	-9	7	-0.1	-2	-3
3	CCOC(=O)C1(C)CCN1C(=O)c1csnn1 (centres undefined)	15	-54	x	3	2	2	-9	-26	1.7	x	-2
4	COc1ccc(CCN(C)C(=O)CCc2nnc(-c3ccccc3)o2)cc1OC	-220	-3	2	-237	-85	7	5	-142	-2.0	-44	-5
5	CC1=C(C(=O)OC(C)C)C(c2ccccn2)n2ncnc2N1 (centres undefined)	2	x	3	-5	0	0	-3	-18	-1.4	x	2
6	CCOC(=O)CNC(=O)CSc1ccc2nnc(-c3cccnc3)n2n1	11	7	0	-13	11	-3	-2	-5	0.4	13	6
7	Cc1ccc2nc(-c3ccc4c(c3)NC(=O)CO4)cn2c1	-332	0	-2	-282	-108	-5	-5	-65	-0.9	-57	3
8	CCOc1cccc(CNc2ccc(O)cc2)c1OCc1ccccc1Cl	12	-9	4	27	4	-10	-6	-26	-3.8	10	-3
9	CCOC(=O)c1ccc(NC(=S)N2CCN(S(C)(=O)=O)CC2)cc1	28	4	-1	14	4	-5	-5	18	3.1	6	-2
10	Cc1ccc(NC(=O)CN2CCN(S(=O)(=O)c3ccc(F)cc3)CC2)cc1C	2	3	3	-4	-11	-7	-3	13	-2.6	-4	-5
11	Cc1ccc(S(=O)(=O)Cn2nnnc2C(c2ccccc2)N2CCN(c3ncccn3)CC2)cc1 (centres undefined)	16	-3	-1	28	-2	10	-3	-12	0.5	9	1
12	CCCC(=O)NC(Nc1ccccc1OC)C(Cl)(Cl)Cl (centres undefined)	7	-1	1	12	8	3	-9	15	-1.6	-5	-1
13	Cc1ccc(NC(=O)CN2C(=O)S/C(=C/c3ccc(-c4cccc(C(=O)O)c4)o3)C2=O)cc1	21	-3	x	41	1	6	-6	-29	-0.3	32	1
14	CC(C)C[C@H]1CN([C@@H](CC(C)C)CN2CCC[C@@H]2CN2C(=S)NC[C@@H]2Cc2ccc(O)cc2)C(=S)N1CC1CCCCC1	-12	x	x	95*	5	-15	-6	40	-2.2	x	-4
15	CC1CN(C2=CC(=O)CCC2)CC(C)O1 (centres undefined)	10	-13	2	3	6	-9	-19	-2	0.8	4	-1
16	CC(C)CCNC(=O)[C@@H](Cc1ccccc1)NC(=O)CC[C@H]1O[C@@H](n2ccc(=O)[nH]c2=O)[C@H](O)[C@@H]1O	7	x	x	9	-10	6	x	18	2.5	x	4
17	Cc1sc2nc3n(c(=O)c2c1C)CCCS3	-51	-2	0	-52	x	-5	x	-22	-1.6	-16	-1
18	CCN1CCN(c2ccc(N=Cc3ccccc3O)cc2)CC1	7	-1	0	12	2	10	-2	11	-0.7	13	0
19	CCN(C(=O)/C=C/c1ccc(OC)cc1)C1CCCCC1	-122	10	3	-69	-24	6	-5	-52	0.5	-19	12
20	CC1(C(=O)NS(=O)(=O)c2ccc(C#N)cc2)CCN1C(=O)C1(c2ccccc2)CCCC1 (centres undefined)	13	0	x	22	13	4	-6	6	0.6	x	1
21	Cc1ccc(S(=O)(=O)N2CCC(C(=O)N[C@H](C(=O)NC3CCS(=O)(=O)C3)C(C)C)CC2)cc1 (some centres undefined)	2	-2	-1	5	8	6	x	2	0.1	5	3
22	COc1ccc(S(=O)(=O)N(C)CC(=O)N2CCC(C(N)=O)CC2)cc1Cl	11	0	-8	3	-5	-1	-9	-8	-2.1	-4	0
23	CC(C)(CO)NCC(=O)Nc1cc(C(F)(F)F)cc(NC(=O)CNC(C)(C)CO)c1Cl	10	2	5	4	6	6	-5	-11	-2.3	14	11
24	C/C(=N\NC(=O)c1ccccc1C)c1ccc(NC(=O)c2cccs2)cc1	-78	1	-3	-269	-27	18	x	-72	0.3	-17	-2
25	Cc1ccc(C(=O)Nc2ccc(N3CCN(C)CC3)cc2)cc1	-195	-5	-2	-231	-128	6	-2	-65	-0.7	-52	-2
26	CCN(CC)S(=O)(=O)c1ccc(Cl)c(C(=O)OCC(=O)c2c(N)n(C)c(=O)n(C)c2=O)c1	5	0	3	17	-1	-1	1	-6	0.8	-6	-3
27	Cn1ncc(Cl)c(Oc2ccccc2)c1=O	-13	-3	4	14	-6	-2	-9	-11	2.6	3	3
28	O=C(CCN1CCc2ccccc2C1)Nc1ccc2c(c1)OCO2	-1	1	2	-9	5	19	-5	-9	5.7	28	4
29	Cc1ccc(CC(=O)OC(C)C(=O)NC2CCCCC2C)cc1C (centres undefined)	9	2	1	6	-6	-6	-3	17	-1.0	7	3
30	CNS(=O)(=O)c1ccc2nc(NC(=O)/C=C/c3ccco3)sc2c1	-18	1	1	24	-29	64*	-5	8	0.2	-12	6

nr	Molecule	HIF-2a inh	PDI turbidity	NR2E3 ag-1	Peg3 promoter	Shn3 inh set2	Cardio protect	CaV13 ICDI inh	NR2E3 ag-2	hiPSC survival	TRPM1 prom inh	HTR2A ag
31	COc1ccc(NC(=O)CCCn2c(=O)c3sccc3n(Cc3ccc(C)cc3)c2=O)cc1	15	1	-1	14	-1	-3	-9	-19	0.5	4	1
32	Cc1cc(-c2n[nH]c(=S)n2CC(C)C)cs1	18	8	0	9	-9	-1	x	0	1.0	7	3
33	CN(C)S(=O)(=O)c1cc(NC(=O)CSc2cccc[n+]2[O-])ccc1Cl	-27	8	-1	-3	-8	12	-6	-12	0.4	-2	-1
34	O=Cc1ccc(N2CCN(S(=O)(=O)c3ccc4c(c3)CC(=O)N4)CC2)cc1	-4	-14	x	1	3	-7	-8	-21	1.9	x	-4
35	CCc1ccnc(NS(=O)(=O)c2ccc3c(c2)OCCO3)c1	9	-3	-3	5	3	-2	-6	-12	-0.6	x	1
36	CCc1noc(C)c1C(=O)N1CCC(CCC(=O)Nc2cccc(C)c2)CC1	1	12	6	12	5	-4	-4	-9	0.1	9	-5
37	O=C(Nc1ccc2[nH]c(=S)sc2c1)Nc1ccccc1F	-135	-2	0	-391	-17	1	-4	-143	-0.7	-8	1
38	COc1cccc(C(=O)NNC(=O)CCN2CCN(c3ccccc3)CC2)c1	-15	2	x	1	-5	2	-6	-32	-1.6	-1	23*
39	CCNc1nc(Oc2c(Cl)cccc2Cl)cc(C(F)(F)F)n1	-10	-4	1	17	3	-16	-4	-4	-1.5	1	-3
40	CCCCCC(=O)NC(=S)NNC(=O)c1ccc([N+](=O)[O-])cc1	18	1	4	22	5	21	-3	-7	-0.5	4	1
41	CCCCC(=O)NC(c1ccc(OC)c(OC)c1)c1ccc2cccnc2c1O (centres undefined)	7	-5	x	60*	88*	37	-6	8	-0.2	55	-3
42	CCOC(=O)C1=C(C)NC(=O)NC1c1ccsc1 (centres undefined)	2	-14	4	-1	-6	4	-4	-5	-2.1	-16	-1
43	O=C(C(Cl)Cl)N1CCN(Cc2ccccc2)CC1	21	-6	-1	17	-10	0	-4	-19	0.2	-4	0
44	CN1CCN(CCC(=O)Nc2cccc(F)c2)CC1	11	9	0	1	-4	-6	x	-6	4.7	1	-4
45	CCCC(C)C(=O)Nc1ccc(F)c(Cl)c1 (centres undefined)	4	5	6	11	-38	-1	1	16	-0.8	7	-4
46	CCN(CC)C(=O)c1sc(NC(=O)c2c(OC)cccc2OC)c(C#N)c1C	-9	-3	3	-22	1	7	3	21	1.0	2	8
47	CCc1nnc(NC(=O)CSc2nnc(-c3ccco3)n2CC)s1	8	-6	1	-2	-6	15	-9	-24	5.5	8	5
48	Nc1nc(=S)[nH]c2c1C1(CCCCC1)Cc1ccccc1-2	11	7	0	-11	90*	12	-5	9	-0.2	10	3
49	C=C(C)CNC(=S)N/N=C1\CCCCc2ccccc21	6	-4	1	19	-1	-6	7	-20	-1.7	2	1
50	CC(C)C(=O)N1C2CCC1CC(O)(c1ccc(F)cc1)C2 (centres undefined)	0	-5	6	-4	0	7	-5	-10	-2.8	7	0
51	O=C(COC(=O)c1ccc(S(=O)(=O)N2CCOCC2)cc1)NCc1ccccc1	3	0	x	5	-2	0	-4	-9	1.3	x	-5
52	CC1(C)Cc2nc(NCCN3CCOCC3)c(C#N)cc2CO1	8	0	1	7	0	20	x	10	0.4	4	1
53	CC(=O)c1ccc(NC(=O)c2sc3nc(N4CCOCC4)c4c(c3c2N)CCCC4)cc1	-108	8	13	-29	-13	30	-4	-27	1.1	-47	6
54	COc1cccc(-n2cnc3scc(-c4cccs4)c3c2=O)c1	18	-2	0	14	8	8	x	1	17	5	1
55	O=C(CSc1nnc(-c2ccco2)n1Cc1ccco1)N1CCOCC1	-7	-1	5	6	0	7	-8	-19	7.1	6	10
56	COc1cccc(CNC(=O)c2cccnc2Sc2ccc(C)cc2C)c1	3	5	0	2	9	-6	-3	20	0.6	2	3
57	CCCS(=O)(=O)N1CCC(C(=O)NC2CCCCC2C)CC1 (centres undefined)	11	-1	3	-4	0	3	-5	-1	7.1	9	0
58	COc1cc(C(=O)CCN2CCC(c3ccccc3)C2)cc(OC)c1OC (centres undefined)	17	15	1	-14	37	-31	-4	4	2.7	-6	-1
59	CC(C)Cc1nnc(NC(=O)CSc2nc(N)cc(=O)[nH]2)s1	5	-37	0	12	0	4	-4	-11	0.1	12	-1
60	CCn1c(SCC(=O)N2CCN(c3ccccc3F)CC2)nnc1-c1ccoc1C	8	1	0	6	3	-5	x	-24	-0.6	14	-6
61	Cc1cccc(-c2cc3nc(C)cc(NCCCn4ccnc4)n3n2)c1	-48	-5	0	-64	9	12	-3	-40	0.5	-34	1
62	CCOC(=O)c1cnc(-c2ccccc2)nc1Oc1ccc(OC)cc1	9	-3	0	-6	-1	3	-1	5	0.2	5	3

3 entries already listed, arranged by the number in CaV13 ICDI inh, rising:
no.	SMILES	HIF-2a inh	PDI turbidity	NR2E3 ag-1	Peg3 promoter	Shn3 inh set2	CaV13 ICDI inh	NR2E3 ag-2	TRPM1 prom inh	HTR2A ag
48	Nc1nc(=S)[nH]c2c1C1(CCCCC1)Cc1ccccc1-2	11	7	0	-11	90*	-5	9	10	3
39	CCNc1nc(Oc2c(Cl)cccc2Cl)cc(C(F)(F)F)n1	-10	-4	1	17	3	-4	-4	1	-3
61	Cc1cccc(-c2cc3nc(C)cc(NCCCn4ccnc4)n3n2)c1	-48	-5	0	-64	9	-3	-40	-34	1

Assay outcomes (PubChem BioAssay)
